D2 agonist – HTS Assay for Allosteric Agonists of the Human D2 Dopamine Receptor: Primary Screen for Agonists; D(2) dopamine receptor (Homo sapiens), P14416; HEK293 T-REx D2 cells, calcium flux agonist mode; activation, % at 2 µM; 340,000 compounds, 0.53% hits;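 active = activation over 3 SD above normal in the single-dose calcium agonist read, cut at about 30% in these data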; note: 0% is about no effect
Target sequence (P14416 whole entry, looked up): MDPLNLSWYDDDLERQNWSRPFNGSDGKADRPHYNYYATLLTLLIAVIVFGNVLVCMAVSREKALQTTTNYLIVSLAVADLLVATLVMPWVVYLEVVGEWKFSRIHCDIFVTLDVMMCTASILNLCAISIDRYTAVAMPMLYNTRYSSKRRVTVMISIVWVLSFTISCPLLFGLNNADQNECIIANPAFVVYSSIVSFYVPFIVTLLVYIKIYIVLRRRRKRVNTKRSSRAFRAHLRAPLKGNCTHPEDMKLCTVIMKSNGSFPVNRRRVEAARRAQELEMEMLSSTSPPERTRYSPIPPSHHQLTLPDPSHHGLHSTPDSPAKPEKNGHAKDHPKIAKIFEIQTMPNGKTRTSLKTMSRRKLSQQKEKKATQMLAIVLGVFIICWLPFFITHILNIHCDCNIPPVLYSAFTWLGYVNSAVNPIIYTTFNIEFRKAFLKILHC
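Tetracycline-induced HEK293 Trex cells with D2 receptor force-coupled to calcium signaling, plated overnight at 30 C and loaded with no-wash calcium dye. Calcium flux read kinetically for 180 s after compound addition; responses flag agonists.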
D2 antag – HTS Assay for Allosteric Antagonists of the Human D2 Dopamine Receptor: Primary Screen for Antagonists; 340,000 compounds, 2% hits; AID 485344, 2010; D(2) dopamine receptor (Homo sapiens), P14416; HEK293 TREx D2 cells, calcium flux, dopamine EC80; inhibition, % at 10 µM; in the data active = inhibition above about 30%; note: 0% is about no effect
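Calcium flux kinetic readout in an inducible HEK293 TREx D2 line plated overnight at 30 C. After 180 s compound exposure, an EC80 dopamine challenge follows with another 180 s kinetic read to detect antagonism.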
Pin1 inh – qHTS Assay to Find Inhibitors of Pin1. Peptidyl-prolyl cis-trans isomerase NIMA-interacting 1 (Homo sapiens), Q13526. Pin1 FP peptide displacement, HiFluor488, 10 min. Potency, µM (doses to about 115 µM), for the others: top-dose activity, negative = inhibition, usual class: inhibitors. 390,000 compounds, 0.009% hits; active = well fitted inhibition curve with a large enough effect in the polarisation, with a control signal flat, not every such curve was filed as active; inconclusive = small, poorly fitted or top-dose-only effect, or effect the other way, or a change in a side signal; inactive = no such curve, though single readings can be large or run the other way; the % refers to the polarisation; note: potency is the fitted concentration of half-maximal effect; % is set by controls: 0 for no effect and ±100 for the full control effect
Target sequence (Q13526 whole entry, looked up): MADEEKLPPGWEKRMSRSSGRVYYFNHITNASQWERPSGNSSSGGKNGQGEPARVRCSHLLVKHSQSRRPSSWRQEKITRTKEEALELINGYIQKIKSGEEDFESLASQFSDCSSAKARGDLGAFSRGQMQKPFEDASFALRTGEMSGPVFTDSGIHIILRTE
IDH1 R132H inh – qHTS for Inhibitors of mutant isocitrate dehydrogenase 1 (IDH1): qHTS. Isocitrate dehydrogenase [NADP] cytoplasmic (Homo sapiens), O75874. IDH1-R132H enzyme, NADPH consumption, diaphorase/resazurin fluorescence. Potency, µM (highest dose often 76.6 µM), inactives show top-dose activity change, negative = inhibition, actives largely listed as inhibitors. AID 602179, 2012. 390,000 compounds, 0.093% hits; note: potency is the fitted concentration of half-maximal effect; % is set by controls: 0 for no effect and ±100 for the full control effect; nearly all actives have a fitted effect of over 65% in size
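IDH1-R132H (0.5 ug/mL) preincubated 30 min with compound, then NADPH (0.016 mM) and alpha-KG (2 mM) added; 80 min at RT, pH 7.5. Remaining NADPH coupled via diaphorase/resazurin to fluorescence (540/590 nm); concentration-response curves normalized to no-enzyme control.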
USP1-UAF1 inh – Inhibitors of USP1/UAF1: Primary Screen; 390,000 compounds, 0.23% hits; Ubiquitin carboxyl-terminal hydrolase 1 (Homo sapiens), O94782; Potency, µM (top dose mostly 57.1 µM), for the others: top-dose activity change, negative = inhibition, actives largely listed as inhibitors; recombinant USP1/UAF1, Ub-Rhodamine cleavage fluorescence; note: potency is the fitted concentration of half-maximal effect; % is set by controls: 0 for no effect and ±100 for the full control effect; nearly all actives have a fitted effect of over 60% in size; inactives centre near -12
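Step one: compound is pinned into 1nM USP1/UAF1 in HEPES pH 7.8 buffer with TCEP. Step two: 15 min room-temperature incubation. Step three: Ub-Rho (150nM final) starts cleavage, tracked by fluorescence over six one-minute reads.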
TrxR1 substrate – qHTS Assay for Substrates of Mammalian Selenoprotein Thioredoxin Reductase 1 (TrxR1): qHTS; purified TrxR1 substrate turnover, NADPH consumption readout; Potency, µM (doses to about 114 µM), for the others: at the highest dose activity change, negative = substrate turnover; 390,000 compounds, 0.01% hits; note: potency is the fitted concentration of half-maximal effect; % is set by controls: 0 for no effect and ±100 for the full control effect; nearly all actives have a fitted effect of over 50% in size
Target sequence (O89049 whole entry, looked up): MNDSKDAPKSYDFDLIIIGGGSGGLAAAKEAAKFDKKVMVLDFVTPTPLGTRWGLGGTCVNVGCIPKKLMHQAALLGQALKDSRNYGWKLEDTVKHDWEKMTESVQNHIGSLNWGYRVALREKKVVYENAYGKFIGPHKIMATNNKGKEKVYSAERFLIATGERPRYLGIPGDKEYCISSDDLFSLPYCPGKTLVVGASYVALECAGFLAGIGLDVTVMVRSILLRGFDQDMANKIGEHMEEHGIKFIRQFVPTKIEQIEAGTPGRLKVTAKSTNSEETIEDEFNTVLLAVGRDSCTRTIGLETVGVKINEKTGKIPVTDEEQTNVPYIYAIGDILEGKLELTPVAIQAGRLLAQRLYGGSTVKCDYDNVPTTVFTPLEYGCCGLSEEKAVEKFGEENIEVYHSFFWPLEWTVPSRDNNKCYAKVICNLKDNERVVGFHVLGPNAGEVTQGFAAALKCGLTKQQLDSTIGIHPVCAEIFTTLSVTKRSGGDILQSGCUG
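Rat TrxR1, dispensed at 90 nM, was prereduced with 400 uM NADPH (final) for 5 min at ~22 deg C, then incubated with compound 15 min before 400 uM selenite. A first-read NADPH fluorescence drop versus no-compound background flagged substrates.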
TRHR agonist – qHTS for Small Molecule Agonists and Allosteric Enhancers of Human TRH Receptor: Primary Screen for Agonists | 360,000 compounds, 0.18% hits | AID 493084, 2011 | activation, % at 2 µM | TRHR cells, calcium flux fluo-8, FDSS agonist mode | Thyrotropin-releasing hormone receptor (Homo sapiens), P34981; in the data active = activation above about 30%; note: 0% is about no effect
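Agonist-mode FDSS calcium read (Ex 480/Em 530, 1 s cycles) in 1536-well TRHR cells with fluo-8 dye, after 10-cycle baseline and 23 nL compound addition; TRH at EC20 (10 nM final) added afterwards for the enhancer phase.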
TRHR PAM – qHTS for Small Molecule Agonists and Allosteric Enhancers of Human TRH Receptor: Primary Screen for Enhancers | Thyrotropin-releasing hormone receptor (Homo sapiens), P34981 | TRHR cells, fluo-8 calcium fluorescence, EC20 TRH enhancement | enhancement, % at 2 µM | 360,000 compounds, 0.66% hits; in the data active = enhancement above about 30%; note: 0% is about no effect
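Enhancer read-out: after compound pinning and an initial kinetic agonist-mode read, an EC20 of TRH (10 nM final) was injected and fluo-8 calcium signal (Ex 480/Em 530) followed at 1 s/cycle for 100 cycles in TRHR-expressing cells.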
rTrxR1 inhibitor – qHTS Assay for Inhibitors of Mammalian Selenoprotein Thioredoxin Reductase 1 (TrxR1): qHTS | AID 588453, 2011 | Potency, µM (titrated, usually from 114 µM), for the others: top-dose activity change, negative = inhibition, most hits filed as inhibitors | Thioredoxin reductase 1, cytoplasmic (Rattus norvegicus), O89049 | recombinant rTrxR1, NADPH fluorescence consumption, selenite substrate | 390,000 compounds, 1% hits; note: potency is the fitted concentration of half-maximal effect; % is set by controls: 0 for no effect and ±100 for the full control effect; nearly all actives have a fitted effect of over 65% in size
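Rat TrxR1 (90 nM in the dispensed reagent) was pre-reduced with 400 uM NADPH for 5 min at room temperature, then incubated with compound for 15 min. After 400 uM selenite was added, NADPH fluorescence (Ex 340/Em 450 nm) was followed for 8 min.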
* marks the source's active call; other numbers are inactive results; ? = inconclusive; nt = no result given; & = joins results of further samples; [ ] = dose if it differs, or a comment. Unless noted, calls come from the whole dose curve; as a rule, active = well fitted inhibition curve with a large enough effect; inconclusive = small, poorly fitted or top-dose-only effect; inactive = no such curve, though single readings can be large or run the other way. Some of the compounds tested. The share of hits here may be higher or lower than overall.

SMILES	D2 agonist	D2 antag	Pin1 inh	IDH1 R132H inh	USP1-UAF1 inh	TrxR1 substrate	TRHR agonist	TRHR PAM	rTrxR1 inhibitor
CCOC(=O)c1ccc(NC(=S)N2CCCC2c2ccc(OC)c(OC)c2)cc1 (centres undefined)	0.3	-21	?	-8%	-22%	11%	0.0	7	22%
Cc1ccc(CNC(=O)CN(CCc2ccccc2)S(C)(=O)=O)cc1	nt	nt	5%	7%	-9%	-22%[57.1 µM]	-0.6	-4	21%[57.1 µM]
CC(=O)c1ccccc1C(=O)N1CCCC(C(=O)c2ccc(C(F)(F)F)cc2)C1 (centres undefined)	0.0	-3	2%	0%	-27%	29%	0.3	-1	-13%
COc1cc(NC(=O)Cn2cnc3c(NCc4ccccc4)ncnc32)cc(OC)c1OC	nt	nt	3%	12%	-19%	2%	nt	nt	-3%
S=c1[nH]nc(-c2cccnc2)n1/N=C/c1cccs1	-0.4	14	-9%	5%	-18%	-3%	-0.5	0	-33%
O=C(Nc1ccc(S(=O)(=O)NC2=NCCCCC2)cc1)c1ccc(C(F)(F)F)cc1	-1.3	-2	0%	2%	-25%	10%	-0.6	9	35%
Cc1ccc(C2=NN(CC(=O)NCCC(C)C)C(=O)CC2)cc1	-0.5	-5	0%&4%	-9%&9%	-10%&11%	-5%	-0.7&-1.4	3&3	8%
O=C(Nc1nc(=S)ss1)c1c(F)cccc1F	-1.0	5	-1%	6%	-9%	6%	0.6	5	11%[57.1 µM]
CCOC(=O)C1=C(C)Nc2ccccc2N=C1NC(=O)Cc1ccc(Br)cc1	0.1	-10	-2%	6%	5%	-14%	-0.1	-2	-14%
CCCNC(=O)C1CC(=O)N(c2ccc(OCc3ccc(F)cc3)cc2)C1 (centres undefined)	1.5	3	-3%	-3%	-24%	3%	1.7	7	27%
O=C(CN1CCN(C(=O)c2cccc(-n3cnnn3)c2)CC1)Nc1ccccc1Cl	0.2	10	2%	-3%	-15%	-7%	0.9	-6	1%
CC(C)C(=O)N1N=C2CCCCC2C1(O)C(F)(F)F (centres undefined)	-0.8	-25	5%	1%	-2%	7%	-0.5	0	33%
CC(C)CNC(=O)Cn1c(=O)c2c(ncn2CC(C)C)n(Cc2ccccc2)c1=O	-0.7	-7	2%	3%	-16%	5%	-0.5	-2	13%
CCOC(=O)C1CCN(C(=O)c2cnn(-c3ccc(F)cc3)c2-n2cccc2)CC1	-0.6	nt	-2%	2%	?	-4%	-0.6	-5	1%
Cc1c(CCOC(=O)c2ccccc2)sc[n+]1CC(=O)c1ccc(Br)cc1	-0.6	-10	-1%	0%	-20%	-1%[57.1 µM]	-1.9	4	-21%

3 compounds from above, ordered by molar mass, falling.
SMILES	D2 agonist	D2 antag	Pin1 inh	IDH1 R132H inh	USP1-UAF1 inh	TrxR1 substrate	TRHR agonist	TRHR PAM	rTrxR1 inhibitor
CC(C)CNC(=O)Cn1c(=O)c2c(ncn2CC(C)C)n(Cc2ccccc2)c1=O	-0.7	-7	2%	3%	-16%	5%	-0.5	-2	13%
S=c1[nH]nc(-c2cccnc2)n1/N=C/c1cccs1	-0.4	14	-9%	5%	-18%	-3%	-0.5	0	-33%
CC(C)C(=O)N1N=C2CCCCC2C1(O)C(F)(F)F (centres undefined)	-0.8	-25	5%	1%	-2%	7%	-0.5	0	33%

(listing goes on)
SMILES	D2 agonist	D2 antag	Pin1 inh	IDH1 R132H inh	USP1-UAF1 inh	TrxR1 substrate	TRHR agonist	TRHR PAM	rTrxR1 inhibitor
CC1CCN(C(=O)COC(=O)C23CC4CC(CC(O)(C4)C2)C3)CC1	-0.1	2	0%	-3%	-5%	1%	-0.3	7	21%
NC(CO)C12CC3CC(CC(C3)C1)C2 (centres undefined)	1.2	10	3%	11%	-18%	12%	0.4	-3	30%[activator]
Cc1csc(NC(=O)CSc2nnc(Cc3cccn3C)n2CCc2ccccc2)n1	1.7	-1	?	-2%	-20%	3%	0.2	-1	-19%[57.1 µM]
S=C(c1ccccc1)N1CCCc2ccccc21	0.3	-8	1%	2%	2%	-10%	-0.7	0	-4%
O=C(CNC(=O)c1cccs1)OCc1c(F)cccc1Cl	0.6	1	-8%	3%	-9%	-1%	0.0	2	15%
CCc1ccc(NC(=S)N(Cc2ccc(Cl)cc2)Cc2ccc(C(=O)O)cc2)cc1	nt	nt	-25%	-23%	-7%	3%[57.1 µM]	-2.7	8	13%[57.1 µM]
O=C(c1ccccc1)c1ccccc1C(=O)N1CCOCC1	-0.6	-4	-1%	4%	11%	-2%[57.1 µM]	0.2	1	5%[57.1 µM]
Brc1ccc(-c2csc(N/N=C/c3cccnc3)n2)cc1	2.3	-15	-5%	2%	-29%	5%[57.1 µM]	0.6	-2	17%[57.1 µM]
N=C1c2ccccc2CN1NC(=O)CC12CC3CC(CC(C3)C1)C2	1.8	7	4%	7%	-18%	-6%	0.9	-2	-5%
OCCCNc1ncnc2sc3c(c12)CCN(Cc1ccccc1)C3	-0.3	-12	?	-4%	-8%	151%[activator]	1.4	-2	1%
CC1CCN(CCCNC(=O)CCc2nnc3n(CCc4ccccc4)c(=O)c4ccccc4n23)CC1	0.2	61*	-2%	-4%	-13%	7%	0.8	-7	13%
CCOC(=O)C1=C(O)C(Nc2nc3ccccc3s2)(C(F)(F)F)N=C1C (centres undefined)	-0.9	-4	1%	-6%	-1%	-2%[57.1 µM]	0.2	8	-2%[57.1 µM]
COc1ccc(C2CC(C(F)(F)F)n3nc(C(=O)O)c(Cl)c3N2)cc1OC (centres undefined)	0.8	25	-12%	3%	-1%	10%[57.1 µM]	0.8	-2	5%[57.1 µM]
COc1cccc(C(=O)Nc2cccc(OCc3cc(=O)n4cc(C)ccc4n3)c2)c1	-1.3	nt	-15%	-17%	?	3%[57.1 µM]	0.0	1	27%[57.1 µM]
CCC(C)c1ccc(OCC(=O)Nc2cccc(-c3nc4ncccc4o3)c2)cc1 (centres undefined)	0.1	nt	4%	22%	-19%	11%	0.5	5	27%
O=C(NCN1CCOCC1)c1cnccn1	-0.1	-4	-13%	-10%	-24%	6%	0.3	-2	12%
O=C(CSCc1ccc(Cl)cc1)N/N=C/c1c(Cl)cccc1Cl	1.3	-4	26%	7%	-8%	0%	1.0	3	12%
COc1cc(C(=O)N2CCN(S(=O)(=O)c3cccc(F)c3)CC2)ccc1OCC(=O)N1CCOCC1	1.3	6	-3%	0%	-10%	-1%	0.9	1	-2%
O=C(O)CCN1c2ccccc2Sc2ccccc21	-1.2	-15	-1%	-3%	-24%	10%[57.1 µM]	-1.1	-8	3%[57.1 µM]
O=C(NCCCN1CCOCC1)c1cc(Cl)ccc1Cl	1.5	28	-3%	-1%	-20%	7%	0.0	-1	12%
Oc1ccc(O)c(Cc2nc3ccccc3[nH]2)c1	1.6	4	9%	0%	-17%	11%	0.2	-1	-6%
CNC[C@@H](C)NC[C@@H](Cc1ccccc1)NCCc1ccccc1	-0.7	-11	7%	7%	2%	0%	1.3	8	11%
CC(NC(=O)c1cccc(Br)c1)c1ccccc1 (centres undefined)	-0.2	-3	-3%	1%	-14%	-3%	-0.4	-1	2%
CCOc1ccc(NC(=O)CCS(=O)(=O)c2ccc(Br)s2)cc1	-0.7	nt	0%	24%	-13%	4%	-1.8	-7	12%
Clc1cccc(-c2ccnc3nc(-n4cccc4)nn23)c1	1.5	-13	9%	1%	-9%	-6%	0.1	-1	-10%
COc1ccc(/C=C/C(=O)OCCNC(=O)c2ccncc2)cc1OC	-0.1	5	-4%	0%	-1%	11%[57.1 µM]	-0.4	0	0%[57.1 µM]

Molecules listed so far that contain a COOH group, in the order listed:
SMILES	D2 agonist	D2 antag	Pin1 inh	IDH1 R132H inh	USP1-UAF1 inh	TrxR1 substrate	TRHR agonist	TRHR PAM	rTrxR1 inhibitor
CCc1ccc(NC(=S)N(Cc2ccc(Cl)cc2)Cc2ccc(C(=O)O)cc2)cc1	nt	nt	-25%	-23%	-7%	3%[57.1 µM]	-2.7	8	13%[57.1 µM]
COc1ccc(C2CC(C(F)(F)F)n3nc(C(=O)O)c(Cl)c3N2)cc1OC (centres undefined)	0.8	25	-12%	3%	-1%	10%[57.1 µM]	0.8	-2	5%[57.1 µM]
O=C(O)CCN1c2ccccc2Sc2ccccc21	-1.2	-15	-1%	-3%	-24%	10%[57.1 µM]	-1.1	-8	3%[57.1 µM]

2 of these compounds, set out differently:
Results follow in this order: D2 agonist, D2 antag, Pin1 inh, IDH1 R132H inh, USP1-UAF1 inh, TrxR1 substrate, TRHR agonist, TRHR PAM, rTrxR1 inhibitor
Clc1cccc(-c2ccnc3nc(-n4cccc4)nn23)c1
  1.5, -13, 9%, 1%, -9%, -6%, 0.1, -1, -10%
COc1ccc(/C=C/C(=O)OCCNC(=O)c2ccncc2)cc1OC
  -0.1, 5, -4%, 0%, -1%, 11%[57.1 µM], -0.4, 0, 0%[57.1 µM]

Source: PubChem BioAssay (National Center for Advancing Translational Sciences (NCATS))
